Screening data (PubChem BioAssay)
ERG-DNA inh: qHTS for Small Molecule Inhibitors of the ERG Ets/DNA interaction. Transcriptional regulator ERG (Homo sapiens), P11308. fluorescence polarization, His-ERG Ets domain / labelled DNA. Potency, µM (titrated, usually from 76.9 µM), for inactives: at the top dose FP activity, negative = inhibition, hits mostly inhibitors. hit rate 0.028% among 370,000. AID 624246, 2012; active means well fitted inhibition curve with a large enough effect in the polarisation, with a control signal flat; inconclusive means small, poorly fitted or top-dose-only effect, or effect the other way, or a change in a side signal; inactive means no such curve, though single readings can be large or run the other way; the % refers to the polarisation;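 further: polarization taken with two DNA probes labelled with fluorescein and Texas red; % of control where 0% means no effect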
Target sequence (P11308 whole entry, looked up, the tested form may be a part): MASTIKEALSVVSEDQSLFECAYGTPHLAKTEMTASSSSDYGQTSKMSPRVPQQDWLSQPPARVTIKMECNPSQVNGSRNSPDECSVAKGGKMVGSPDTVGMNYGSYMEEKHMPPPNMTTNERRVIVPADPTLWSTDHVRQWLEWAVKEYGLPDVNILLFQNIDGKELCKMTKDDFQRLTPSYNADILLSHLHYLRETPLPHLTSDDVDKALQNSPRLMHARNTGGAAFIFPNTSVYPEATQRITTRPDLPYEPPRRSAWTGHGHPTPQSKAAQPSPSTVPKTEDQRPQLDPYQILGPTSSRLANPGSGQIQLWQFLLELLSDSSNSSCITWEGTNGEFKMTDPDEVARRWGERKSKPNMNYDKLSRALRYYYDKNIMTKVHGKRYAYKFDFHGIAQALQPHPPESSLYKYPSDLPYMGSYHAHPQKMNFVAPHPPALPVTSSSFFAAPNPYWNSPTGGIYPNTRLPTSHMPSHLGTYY
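His-tagged ERG Ets domain (1 uM in the protein solution; 300mM KCl, 50mM Tris-HCl, 1mM EDTA, 1mM DTT, pH 7.5) received compound, then a probe mix of 5 nM fluorescein-DNA and 100nM Texas-615-DNA. Fluorescence polarization was read for both dyes.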
GLS inh: qHTS for Inhibitors of Glutaminase (GLS); GLS enzymatic activity, qHTS titration; Potency, µM (top dose mostly 45.5 µM), for the others: top-dose activity change, negative = inhibition, hits mostly inhibitors; hit rate 0.21% among 410,000; further: on the % scale 0 is the no-effect control and ±100 the full control effect
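Two-point fluorescence kinetic (t0, 30 min RT) for hKGA; glutamate detected via glutamate oxidase–HRP–Amplex Red. Substrate: 1 mM L-glutamine solution; buffer 45 mM KH2PO4, pH 8.2.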
TrxR1 inh: qHTS Assay for Inhibitors of Mammalian Selenoprotein Thioredoxin Reductase 1 (TrxR1): qHTS; Potency, µM (top dose mostly 114 µM), for inactives: at the top dose activity change, negative = inhibition, actives largely listed as inhibitors; recombinant rTrxR1, NADPH fluorescence consumption, selenite substrate; hit rate 1% among 390,000; Thioredoxin reductase 1, cytoplasmic (Rattus norvegicus), O89049; further: on the % scale 0 is the no-effect control and ±100 the full control effect; nearly all actives have a fitted effect of over 65% in size
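Rat TrxR1 (90 nM in the dispensed reagent) was pre-reduced with 400 uM NADPH for 5 min at room temperature, then incubated with compound for 15 min. After 400 uM selenite was added, NADPH fluorescence (Ex 340/Em 450 nm) was followed for 8 min.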
PGK inhibitor: qHTS Assay to Find Inhibitors of Phosphoglycerate Kinase. Phosphoglycerate kinase, glycosomal (Trypanosoma brucei brucei), P07378. PGK/GAPDH coupled, Kinase-Glo luminescence, 60 min. Potency, µM (series often up to 57.5 µM), without a hit: at the top dose activity change, negative = inhibition, hits mostly inhibitors. hit rate 0.043% among 380,000; further: on the % scale 0 is the no-effect control and ±100 the full control effect; nearly all actives have a fitted effect of over 60% in size
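Recombinant glycosomal PGK reaction used 1,3-bisphosphoglycerate generated in-well by GAPDH (100nM final) in 100mM TEA pH 7.6, 5mM MgCl2, 0.01% Tween-20. After 60 minutes at room temperature, ATP was read by Kinase-Glo Plus luminescence end-point.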
ALOX12 inh: Primary qHTS assay for inhibitors of human arachidonate 12S-lipoxygenase (ALOX12): Round 2; Polyunsaturated fatty acid lipoxygenase ALOX12 (Homo sapiens), P18054; purified 12hLO, xylenol orange hydroperoxide absorbance; Potency, µM (titrated, usually from 108 µM), for the others: at the highest dose activity change, negative = inhibition, hits mostly inhibitors; hit rate 1.1% among 580,000; further: on the % scale 0 is the no-effect control and ±100 the full control effect
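Hydroperoxide product was detected by ferrous iron/xylenol orange as the 573 to 405 nm absorbance ratio. Arachidonic acid at 40 uM (final) was turned over for 30 min at room temperature by 150 nM human 12hLO, pH 7.0 Hepes buffer, after 15 min compound preincubation.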
HP1b binding inh: HTS for Inhibitors of HP1-beta Chromodomain Interactions with Methylated Histone Tails | Chromobox protein homolog 1 (Homo sapiens), P83916 | AlphaScreen HP1-beta / biotin-H3K9me3 peptide binding | Potency, µM (series often up to 114 µM), inactives show at the highest dose activity change, negative = inhibition, usual class: inhibitors | hit rate 0.56% among 390,000 | AID 540317, 2011; further: nearly all actives have a fitted effect of over 70% in size; inactives centre near 23
Target sequence (P83916 whole entry, looked up): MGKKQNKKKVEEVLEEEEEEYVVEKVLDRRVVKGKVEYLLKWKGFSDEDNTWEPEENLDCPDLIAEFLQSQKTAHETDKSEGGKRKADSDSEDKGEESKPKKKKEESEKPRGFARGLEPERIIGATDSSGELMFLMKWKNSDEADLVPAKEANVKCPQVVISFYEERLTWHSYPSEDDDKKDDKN
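AlphaScreen: HP1-beta (50 nM) preformed 30 min with biotin-H3(1-18)K9me3 peptide (50 nM) in PBS pH 7.4, 0.01% Tween-20. Compound added for 30 min at RT, then streptavidin donor/nickel chelate acceptor beads (10 ug/mL) for 30 min.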
RGS4 inhibitor: Inhibitors of Regulator of G Protein Signaling (RGS) 4: qHTS. Regulator of G-protein signaling 4 (Homo sapiens), P49798. Transcreener GDP fluorescence polarization, RGS4-accelerated GTP hydrolysis. Potency, µM (titrated, usually from 114 µM), for the others: at the highest dose activity change, negative = inhibition, usual class: inhibitors. hit rate 0.039% among 390,000. AID 504845, 2011; further: on the % scale 0 is the no-effect control and ±100 the full control effect; nearly all actives have a fitted effect of over 75% in size; some results filed as inactive show a strong effect at the top dose
Target sequence (P49798 whole entry, looked up): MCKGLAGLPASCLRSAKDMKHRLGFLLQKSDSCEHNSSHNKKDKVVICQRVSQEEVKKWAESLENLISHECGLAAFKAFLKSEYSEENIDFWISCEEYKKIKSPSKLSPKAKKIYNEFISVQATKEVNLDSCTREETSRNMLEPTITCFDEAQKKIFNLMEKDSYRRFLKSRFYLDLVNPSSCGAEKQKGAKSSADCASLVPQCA
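MLSMR compounds (23 nl, pin-transferred) preincubated 10 min at room temperature with a 500nM (2x) first reagent, then RGS4 at 900nM (2x) plus Transcreener GDP mix added; fluorescence polarization (620/688 nm) read before and after 90 min at 30 °C.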
JMJD2A Tudor inh: qHTS Assay for Inhibitors of JMJD2A-Tudor Domain | AlphaScreen JMJD2A-Tudor / H3K4me3 peptide binding | Potency, µM (doses to about 114 µM), inactives show top-dose activity change, negative = inhibition, most hits filed as inhibitors | AID 504339, 2011 | hit rate 4.4% among 390,000; further: on the % scale 0 is the no-effect control and ±100 the full control effect; nearly all actives have a fitted effect of over 50% in size
Pin1 inh: qHTS Assay to Find Inhibitors of Pin1. Peptidyl-prolyl cis-trans isomerase NIMA-interacting 1 (Homo sapiens), Q13526. Pin1 FP peptide displacement, HiFluor488, 10 min. Potency, µM (top dose mostly 115 µM), for inactives: top-dose activity, negative = inhibition, usual class: inhibitors. hit rate 0.009% among 390,000. AID 504891, 2011; active means well fitted inhibition curve with a large enough effect in the polarisation, with a control signal flat, not every such curve was filed as active; inconclusive means small, poorly fitted or top-dose-only effect, or effect the other way, or a change in a side signal; inactive means no such curve, though single readings can be large or run the other way; the % refers to the polarisation; further: on the % scale 0 is the no-effect control and ±100 the full control effect
* = called active by the depositor; i = inactive; ? = inconclusive; nt = not tested or not shown; [ ] = another dose, or the depositor's remark. Unless noted, the call rests on the fitted dose curve; in most records, active means well fitted curve in the direction sought with a large enough effect; inconclusive means small, poorly fitted or top-dose-only effect, or another doubt; inactive means no such curve, though single readings can be large; an effect the other way counts as inactive or inconclusive. Potency means the concentration at half of the fitted maximal effect.

Compound	ERG-DNA inh	GLS inh	TrxR1 inh	PGK inhibitor	ALOX12 inh	HP1b binding inh	RGS4 inhibitor	JMJD2A Tudor inh	Pin1 inh
CSc1ncccc1C(=O)NCc1ccc(C)cc1	5.8%	0.3%	-0.1%	-9.0%	1.3%	4.2%	-2.1%	0.0%	-12.3%
N#Cc1cc2ccccc2nc1N	5.6%	0.0%	33.6%[57.1 µM]	-4.7%	14.4%	31.5%[activator]	25.1%	-7.7%	-4.2%
Cc1c(Cl)cccc1NC(=O)Cc1ccc([N+](=O)[O-])cc1	-1.2%	-5.7%	27.2%	-5.3%	-14.7%	3.3%	-37.2%	-18.8%	-2.1%
Cc1ccc(S(=O)(=O)CCC(=O)Nc2cccc([N+](=O)[O-])c2)cc1	-6.2%	-1.7%	?	-8.7%	-7.5%	28.8%	0.3%	-6.9%	0.2%
CC(C)CNC(=O)CSc1ccc(Cl)cc1	-1.7%	4.7%	4.0%[57.1 µM]	1.6%	151.5%[activator]	24.1%	6.4%	4.5%	-0.8%
O=C(O)CC(NC(=O)c1ccncc1)c1ccccc1 (stereo unspecified)	-10.0%	0.0%	16.2%	2.2%	-8.3%	39.1%[activator]	11.1%	5.6%	-1.9%
CCOC(=O)Cc1c(C)nc(N)[nH]c1=O	5.8%	3.8%	14.3%[57.1 µM]	2.5%	8.8%	8.9%	20.8%	4.4%	-4.6%
CC(C)(C)c1ccc(Cn2c(=O)cnc3ccccc32)cc1	52.5%[activator]	-7.1%	-0.7%	-12.6%	3.1%	91.6%[activator]	-8.4%	21.2%	-3.0%
COc1ccc(NC(=O)CCN2C(=O)[C@@H]3[C@H](C2=O)[C@H]2C=C[C@@H]3C2)cc1	2.7%	48.6%[activator]	15.4%	-6.6%	10.3%	14.5%	38.2%[11.4 µM]	-9.6%[11.4 µM]	-13.5%
CC(C)C[C@@H](CSc1ccc(Br)cc1)N1CCN(CCc2ccccc2)CCC1=O	-1.9%	2.7%	11.5%	-0.4%	-49.1%	44.7%	-17.6%	-26.8%	13.5%
O=C(NC1CC1)c1ccc(NS(=O)(=O)c2ccc(F)cc2)cc1	-3.3%	1.2%	14.7%	6.9%	10.0%	44.1%[activator]	-4.2%	2.7%	1.9%
CC(=O)NC(Cc1ccc(F)cc1)C(=O)NC1CCN(C(=O)Nc2ccccc2C)CC1 (stereo unspecified)	11.3%	-3.2%	-3.7%	-6.0%	0.0%	30.8%	4.3%	-9.3%	-2.7%
Cc1ccc(S(=O)(=O)N2CCCC2CNC(=O)C(=O)Nc2ccc(F)cc2)cc1 (stereo unspecified)	2.5%	16.2%	-9.4%	i	-1.1%	20.7%	-2.0%	-16.6%	-7.7%
COc1ccc(/C=C/C(=O)NCCSCc2ccco2)cc1	1.8%	0.0%	?	-0.3%	?	32.9%	-11.0%	-17.5%	6.3%
CCOC(=O)/C=C1\SCC(=O)N1Cc1ccc(Br)cc1	-13.5%	10.3%	3.0%[57.1 µM]	-6.9%	-11.7%	24.1%	-9.2%	-5.8%	8.5%
Cc1cc(C)n2c(SCC(=O)Nc3c(C)n(C)n(-c4ccccc4)c3=O)nnc2n1	9.0%	-3.9%	?	-0.5%	89.2%[activator]	22.8%	3.6%	-7.0%	-5.7%
CC(=O)c1cccc(NC(=O)CCc2nnc3ccc(NCc4ccco4)nn23)c1	12.8%	?	15.0%	-10.1%	10.2%	49.7%[activator]	-7.7%	21.8%	-2.6%
COc1ccc(C(NC(=O)CC(C)C)c2c(O)ccc3ccccc23)cc1 (stereo unspecified)	0.3%	3.8%	1.9%	5.3%	?	14.9%	-0.6%	-27.6%	1.1%
CCOCCCNC(=O)C(c1ccc(Cl)cc1)N1CCN(c2ccccc2)CC1 (stereo unspecified)	2.7%	0.8%	2.1%	-10.7%	9.7%	33.1%	-7.5%	-22.8%	6.4%
C=CCNc1nc(N2CCCC2)nc2ccccc12	-0.1%	-0.4%	18.4%[57.1 µM]	-7.4%	8.3%	8.6%	21.9%	-3.0%	-7.0%
COc1ccc(/C=C2\C(=O)NCC(=O)N2C)cc1	11.1%	-5.5%	-6.6%	nt	?	26.2%	9.9%	-2.0%	-7.9%
Cc1ccc(S(=O)(=O)N(C)c2ccc(C)c([N+](=O)[O-])c2)cc1	0.0%	-2.7%	11.2%[57.1 µM]	1.3%	-4.7%	-1.5%	24.4%	-22.1%	3.2%
CC1=CC(=O)C(C(C)C)=C/C1=N\OC(=O)c1cccc2nc(C)oc12	1.6%	9.0%	-21.1%	-14.8%	-25.3%	17.2%	-10.6%	-20.1%	0.8%
Cc1ccc(-n2ncc3c(N(C)C)ncnc32)cc1Cl	-2.1%	-3.1%	-18.7%[57.1 µM]	-1.1%	10.8%	23.2%	0.1%	-16.8%	2.2%
COc1cccc(/C=C/C(=O)OCC(=O)Nc2ccccc2Sc2ccccc2)c1	1.0%	-14.2%	-3.0%	-8.5%	-3.9%	90.1%[activator]	-0.3%	37.8%[activator]	-0.4%

More records follow.
Compound	ERG-DNA inh	GLS inh	TrxR1 inh	PGK inhibitor	ALOX12 inh	HP1b binding inh	RGS4 inhibitor	JMJD2A Tudor inh	Pin1 inh
Cc1nn(C)c(C)c1NC(=O)c1ccc(S(=O)(=O)N(C)C)cc1	3.4%	-0.3%	26.0%	nt	13.0%	13.5%	-2.7%	-7.4%	1.9%
Cc1ccsc1C(=O)NNC(=O)COc1ccccc1Cl	-9.0%	4.1%	0.3%[57.1 µM]	i	3.4%	38.4%	4.6%	-15.4%	1.2%
COc1ccc(-c2c(C)nn3c(N4CCOCC4)cc(C)nc23)cc1OC	9.9%	-2.8%	2.9%[57.1 µM]	-0.8%	0.0%	-7.6%	-17.2%	-18.0%	-1.9%
CC1Oc2ccccc2N(CC(=O)N2CCCCC2)C1=O (stereo unspecified)	20.0%	1.5%	24.9%[57.1 µM]	i	-3.8%	21.0%	-19.7%	1.7%	-0.2%
Clc1ccccc1Cn1nnc2ccccc21	-3.2%	-4.7%	9.7%	-9.6%	-2.4%	17.0%	5.3%	3.2%	-8.0%
O=C(Nc1ccc(O)c(-c2nc3ccccc3o2)c1)c1sc2ccccc2c1Cl	1.5%	0.8%	8.3%	8.6%	2.4%	43.0%[activator]	19.3%	-6.2%	-1.7%
CCOC(=O)c1cnc2ccc(C(=O)OC)cc2c1NCCCN1CCOCC1	2.2%	25.2%	-72.8%	-6.8%	-10.3%	4.2%	12.5%	-26.6%	-15.8%
CCOC(=O)C1=C(O)CSC1=Nc1ccc(C)cc1	1.9%	-13.1%	13.2%[57.1 µM]	-7.1%	-4.9%	14.5%	-7.8%	-14.9%	25.0%
O=C(NCc1ccc(Cl)cc1)c1cc2c(s1)-c1ccccc1SC2	0.4%	0.4%	29.0%	nt	?	14.1%	-15.7%	-3.0%	35.6%[activator]
Cc1ccc(S(=O)(=O)N2CCN(Cc3cc(=O)n4ccccc4n3)CC2)c(C)c1	-1.7%	2.7%	0.0%	i	-10.4%	44.0%[activator]	-25.4%	-26.3%	-10.3%
O=C(c1cc(C2CC2)nc2ccccc12)N1N=C(C(F)F)CC1(O)C(F)F (stereo unspecified)	2.9%	-0.3%	-2.7%	-4.5%	-14.8%	24.5%	12.7%	-19.4%	-1.1%
O=C(/C=C/c1ccc2ccccc2n1)c1cc(Br)ccc1O	12.9%	-15.0%	-15.2%[57.1 µM]	8.8%	?	0.2%	-18.2%[56.9 µM]	?	?
CN(C)C(=O)c1ccc(NC(=O)COC(=O)C2CCN(S(=O)(=O)c3ccc4c(c3)OCCO4)CC2)cc1	nt	10.1%	9.6%	5.7%	1.1%	28.5%	-3.8%	0.7%	2.3%
C#CCOCCOCCOCCNc1nc(N2CCN(C(=O)Cn3cc(CCCCN)nn3)CC2)nc(N2CCN(C(=O)[C@H](C)n3cc(CCC(=O)O)nn3)CC2)n1	-1.0%	1.2%	15.6%	i	-10.4%	79.7%[activator]	-12.3%	-5.6%	-1.8%

These rows are one share of the data; rates above refer to the full screens.
